High-throughput results deposited in PubChem BioAssay by several laboratories.
BoNT A protease: blocks Botulinum neurotoxin A light chain protease | AID 588499 | 0.17% of 360,000 active | inhibition, % at 10 µM | multiplex microsphere protease substrate cleavage, flow cytometry; further: plate controls were buffer without enzyme for full effect and enzyme alone for no effect
BoNT F protease: BoNT F light chain protease inhibition; 0.22% of 360,000 active; Multiplex microsphere protease cleavage assay, flow cytometry; inhibition, % at 10 µM; AID 588497; in the data active means inhibition above about 35%, passing the limit was not always enough; inconclusive means no clear call, values can overlap the other calls; further: plate controls were buffer without enzyme for full effect and enzyme alone for no effect
PriA SSB inh: K. pneumoniae PriA-SSBct interaction inhibition | AlphaScreen SSBct-PriA binding, biotinylated peptide | 0.6% of 430,000 active | inhibition, % at 33 µM; in the data active means inhibition mostly above about 37%, no sharp cut-off; inactive means mostly below about 20%;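 further: plate controls were negative control peptide for no effect and reference peptide for full effect; strong numbers were not always called active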
Rv3671c inh: inhibitors of M. tuberculosis serine protease Rv3671c; P9WHR9; inhibition, % at 5.96 µM; 0.048% of 320,000 active; AID 2606; in the data active means inhibition above about 38%;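 further: extracellular domain of Rv3671c used as enzyme; 0% = enzyme with DMSO and 100% = no enzyme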
Target sequence (P9WHR9 whole entry, looked up, the tested form may be a part): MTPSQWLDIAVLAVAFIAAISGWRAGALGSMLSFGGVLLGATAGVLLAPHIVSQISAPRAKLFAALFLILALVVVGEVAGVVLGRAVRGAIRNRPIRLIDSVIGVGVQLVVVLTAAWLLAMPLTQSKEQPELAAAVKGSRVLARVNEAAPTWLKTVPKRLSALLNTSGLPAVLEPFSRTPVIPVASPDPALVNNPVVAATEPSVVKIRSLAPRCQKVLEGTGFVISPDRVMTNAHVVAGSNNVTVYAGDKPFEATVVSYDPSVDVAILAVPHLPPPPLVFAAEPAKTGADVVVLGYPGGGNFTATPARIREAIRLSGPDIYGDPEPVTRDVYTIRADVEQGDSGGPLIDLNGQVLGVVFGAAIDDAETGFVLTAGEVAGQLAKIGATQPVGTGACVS
MazF activator: MazEF (E. coli) toxin RNase activation. P0AE70. FAM/BHQ RNA-DNA oligo cleavage fluorescence, 5 h. activation, % at 20 µM. 0.32% of 350,000 active; in the data active means activation above about 50%
Target sequence (P0AE70 whole entry, looked up): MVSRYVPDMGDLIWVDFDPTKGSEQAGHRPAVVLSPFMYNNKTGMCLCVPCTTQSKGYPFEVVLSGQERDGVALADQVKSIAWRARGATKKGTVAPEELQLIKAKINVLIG
SARS 3CLpro inh: SARS-CoV 3CLpro protease inhibition. 0.14% of 290,000 active. recombinant SARS-CoV 3CLpro, quenched FRET peptide cleavage. AID 1706. inhibition, % at 6 µM. P0C6X7; in the data active means inhibition above about 12%
Anthrax LF inh2: inhibitors of Bacillus anthracis lethal factor protease | multiplex microsphere protease cleavage assay, LF | inhibition, % at 10 µM | 0.12% of 360,000 active | AID 588501; further: plate controls were buffer without enzyme for full effect and enzyme alone for no effect
DUSP3 inh: blocks human VHR1 dual specificity phosphatase. P51452. recombinant VHR phosphatase, pNPP absorbance. inhibition, % at 13.3 µM. 0.52% of 290,000 active; in the data active means inhibition above about 50%; further: some compounds called inactive have numbers as strong as hits
Target sequence (P51452 whole entry, looked up): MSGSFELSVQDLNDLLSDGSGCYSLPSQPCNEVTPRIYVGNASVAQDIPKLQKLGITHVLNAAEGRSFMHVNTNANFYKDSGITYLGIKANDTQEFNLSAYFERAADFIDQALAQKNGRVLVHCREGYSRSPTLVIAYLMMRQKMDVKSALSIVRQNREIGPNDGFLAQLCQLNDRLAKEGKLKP
CCHFV vOTU inh: CCHFV vOTU protease inhibition; Pep-AMC fluorescence; inhibition, % at 11.5 µM; 0.55% of 370,000 active; AID 651958; in the data active means inhibition above about 30%; further: 0% = vehicle wells with enzyme and 100% = no enzyme wells
PrPC surface inh: cell surface PrPC inhibition, primary TR-FRET screen; 0.43% of 370,000 active; TR-FRET read-out; inhibition, % at 13.8 µM; P04156; in the data active means inhibition above about 24%; further: 0% = median of the test wells and 100% = reference compound wells
* hit, by the source's call; i = inactive; ? = inconclusive; · = not tested or not shown; & = joins results of further samples. Unless noted, no stated cut-off is given here; in the data, active means inhibition above about 30%; inconclusive means no clear call, values can overlap the other calls; inactive means below that. The list is partial; the hit share may differ from the screen's.

nr	mol	PrPC surface inh	Anthrax LF inh2	BoNT A protease	DUSP3 inh	PriA SSB inh	CCHFV vOTU inh	Rv3671c inh	MazF activator	BoNT F protease	SARS 3CLpro inh
1	CCN(CC)CCn1c(=N)n(CCOc2ccccc2)c2ccccc21	-8	-12	?	24	-21	-15	1	16	-10	0
2	N#Cc1c(NCCCO)nc(NCc2ccccc2)c2c1CCN(Cc1ccccc1)C2	-17	-1	2.5	26	4	-15	-3	-8	0	3
3	O=C(O)C(CC1CCCCC1)N1CCS(=O)(=O)CC1 (configuration not stated)	-3	-5	0.2	13	-1	4	13	10	1	-3
4	COc1ccc(C(O)c2nc(-c3cccc(O)c3)cs2)cc1 (configuration not stated)	-3	-5	0.1	·	·	-3	·	·	-3	·
5	O=C(CCOc1ccccc1)Nc1nnc(-c2ccc3c(c2)OCCO3)o1	-5	-8	-0.9	15	-16	-1	0	-4	-12	7
6	Cc1ccc(/C=N/NC(=O)CNC(=O)c2cccc([N+](=O)[O-])c2C)o1	-13	5	-0.4	8	·	4	5	-2	2	-2
7	Cn1cccc1C1C(C#N)=C(N)OC2=C1C(=O)CC(C)(C)C2 (configuration not stated)	10	-7	0.5	4	-3	-2	3	-7	-2	0
8	COc1ccc(C(=O)CN2C(=O)NC3(CCc4ccccc43)C2=O)c(OC)c1 (configuration not stated)	6	-2	4.3	·	0	-1	-7	-1	-4	·
9	CC(=O)N(Cc1ccco1)C1(C(=O)NC2CCCCC2)CCCCC1	1	-2	0.4	-2	-10	12	3	7	7	4
10	CCN(CC)S(=O)(=O)c1cccc(NC(=O)c2ccc(Br)cc2)c1	-4	-1	-2.1	-1	-13	10	-25	9	-10	-2

Carrying on.
nr	mol	PrPC surface inh	Anthrax LF inh2	BoNT A protease	DUSP3 inh	PriA SSB inh	CCHFV vOTU inh	Rv3671c inh	MazF activator	BoNT F protease	SARS 3CLpro inh
11	O=C1C=C(NCc2ccccc2)C2(CCCCC2)O1	-3	1	2.8	28	-16	9	-3	-1	4	1
12	Cn1c(=O)[nH]c(=O)c2c1nc(Br)n2Cc1ccc(Cl)cc1	8	-5	-0.3	·	·	27	·	2	-2	·
13	Cc1ccccc1N1CCN(Cc2ccc([N+](=O)[O-])o2)CC1	-8	-2	0.1	1	5	-8	-4	-4	-14	3
14	Cc1sc2ncnc(NCCN3CCOCC3)c2c1C	16	-11	-0.2	23	-22	0	-2	-8	6	-1
15	Cc1ccc(-c2cc(C(=O)N3CCCC3)c3ccccc3n2)s1	4	-2	1.9	-6	-19	-305	4	-5	1	1
16	C=CCC(=O)NC1CC(C)(C)Cc2c1cnn2-c1ccc(C)cc1 (configuration not stated)	-1	8	0.0	70	-9	5	-1	10	6	-7
17	Cc1ccc(C)c(OC(=O)CN2C(=O)c3ccccc3C2=O)c1	3	-11	1.2	30	-7	0	4	-9	12	1
18	O=C(NC(=S)N1CCOCC1)c1ccc([N+](=O)[O-])cc1	-14	-1	1.1	28	0	6	-16	-3	19	0
19	O=C(CCc1ccc(S(=O)(=O)N2CCOCC2)cc1)Nc1ccc(F)c(F)c1F	0	-2	2.3	·	18	35*	6	3	0	·
20	CCCCCCn1cc(CN2CC(N3CCCCC3)CS2(=O)=O)nn1 (configuration not stated)	-2	2	0.2	·	·	9	·	·	3	·

(listing goes on)
nr	mol	PrPC surface inh	Anthrax LF inh2	BoNT A protease	DUSP3 inh	PriA SSB inh	CCHFV vOTU inh	Rv3671c inh	MazF activator	BoNT F protease	SARS 3CLpro inh
21	Cc1ccc(CN2CCN(/N=C\c3cccc([N+](=O)[O-])c3)CC2)cc1	2	0	-1.7	14	·	9	9	-1	-5	1
22	Cc1ccc(/C=N/Nc2cc(C)nc(N3CCOCC3)n2)cc1	2	-9	0.0	13	i	6	11	4	11	2
23	O=C1Nc2ccccc2C(O)(C(=O)N2CCCCC2)N1c1ccccc1 (configuration not stated)	-3	-2	1.0	19	-2	4	-1	-4	3	1
24	CC(Nc1nc(-c2cccnc2)nc2ccccc12)c1ccccc1 (configuration not stated)	-1	-3	0.1	·	·	5	·	6	-3	·
25	Cc1ccnc(NC(=O)Cn2ccc([N+](=O)[O-])n2)c1	2	0	-1.1	-4	-1	12	0	4	-8	2
26	CCN(CC(=O)Nc1ccc(NC(C)=O)cc1)C(=O)C1CC(=O)N(CCc2ccc(OC)c(OC)c2)C1 (configuration not stated)	0	-3	-6.8	·	3	15	0	5	-3	·
27	Cc1cccc2cc(/C=N/Nc3ccc(C(=O)O)cc3)c(Cl)nc12	1	·	·	-8	i	1	9	-32	·	5
28	Cc1cccc(N2CCN(C(=O)c3nn(C)c4c3CS(=O)(=O)c3ccccc3-4)CC2)c1C	6	-2	-0.1	6	-1	10	-5	1	-1	4
29	CC(C)(C)NC(=O)CN(C(=O)CCC(=O)Nc1nccs1)c1ccccc1F	1	-8	-0.3	·	·	-12	·	0	-7	·
30	CCCn1nnnc1NCc1cccc(OC)c1	-9	-8	1.7	25	-32	-2	-5	-2	7	2

Later entries.
nr	mol	PrPC surface inh	Anthrax LF inh2	BoNT A protease	DUSP3 inh	PriA SSB inh	CCHFV vOTU inh	Rv3671c inh	MazF activator	BoNT F protease	SARS 3CLpro inh
31	O=C(c1ccc(F)cc1)c1ccc(OCC(=O)N2CCOCC2)cc1	6	?	?	·	5	9	-7	-2	?	·
32	COC(=O)c1ccc(CSc2ccc3nnc(-c4ccc(OC)c(OC)c4)n3n2)o1	-12	-5	-0.1	·	6	6	4	16	-4	·
33	CC(C)(C)c1cc(CCC(=O)N2CCNCC2)c(C(C)(C)C)cc1O	-4	-13	0.2	-9	11	3	-7	-9	-2	3
34	O=C(NCc1ccc(Cl)cc1)N1CCN(C(=O)c2ccccc2)CC1	6	-1	-0.1	·	·	2	·	0	-3	·
35	COc1ccc(/C=C/S(=O)(=O)NCc2ccccc2)cc1OC	5	-7	0.5	13	-10	-5	-9	-11	-6	-5
36	O=C(NCc1ccccc1Cl)c1cc(C(=O)C2CC2)c[nH]1	-2	1	3.1	-24	1	2	-3	5	3	4
37	O=C(NCC1CCCO1)C1CCCN(S(=O)(=O)c2cccc3nsnc23)C1 (configuration not stated)	-41	-7	0.3	-1	3	8	-6	3	?	0
38	CS(=O)(=O)N1CCCC(C(=O)Nc2ccc3c(c2)OCCO3)C1 (configuration not stated)	-1	-5	-1.2	7	2&-20	3	-1	6	-4	-3
39	Cc1cc(C)n2nc(C(=O)NCc3ccco3)nc2n1	-3	0	1.2	·	-10	9	4	0	11	-3
40	COc1cccc(CNS(=O)(=O)c2cc(CN3C(=O)c4cccnc4C3=O)ccc2OC)c1	-1	-3	0.7	-13	3	19	9	8	0	-3

New compounds follow:
nr	mol	PrPC surface inh	Anthrax LF inh2	BoNT A protease	DUSP3 inh	PriA SSB inh	CCHFV vOTU inh	Rv3671c inh	MazF activator	BoNT F protease	SARS 3CLpro inh
41	O=C(NCCCN1CCOCC1)c1cc(-c2ccc(F)cc2)nc2ccccc12	-12	-2	1.4	·	-3	-4	-2	1	16	·
42	c1ccc(NC2=NCCN2CCC2CCCCC2)cc1	4	-2	-0.5	-7	-12	-1	-5	2	-5	0
43	CC(/C=N/NC(=O)c1ccncc1)=C\c1ccc(C(C)C)cc1	3	0	2.7	21	·	14	2	-5	1	1
44	CN1CCN(c2ccc(NC(=S)NC(=O)c3cccc4c(Cl)cccc34)cc2)CC1	1	-4	-0.9	20	32	15	6	37	-5	4
45	O=C(CCCCCNC(=O)c1ccccc1Br)N=Nc1c(O)[nH]c2ccccc12	-32	-6	-0.5	24	-6	13	-7	-4	-9	0
46	CC(C)Oc1ccc(C(=O)O)cc1	-2	3	0.5	32	-6	6	5	6	-15	-1
47	CC(C)(C)c1nc(NCc2ccc3c(c2)OCO3)c2nnn(Cc3ccccc3Cl)c2n1	0	-7	-1.2	-9	3	0	4	-1	-11	-2
48	COC(=O)C(CCSC)NC(=O)CNS(=O)(=O)c1ccc(Cl)cc1 (configuration not stated)	2	-14	-0.1	5	-19	8	8	3	-9	-6
49	Nn1c(SCc2cn3ccccc3n2)nnc1-c1ccncc1	4	4	0.5	17	-2	-21	-5	0	-2	1
50	COc1ccc(NC(=O)CCCSc2ccccc2)cc1S(N)(=O)=O	4	6	1.3	12	-13	5	-3	7	9	-1

Values in list order from the list.
Compounds 43–46 in BoNT F protease: 1, -5, -9, -15
Compounds 43–46 in Anthrax LF inh2: 0, -4, -6, 3

More entries follow.
nr	mol	PrPC surface inh	Anthrax LF inh2	BoNT A protease	DUSP3 inh	PriA SSB inh	CCHFV vOTU inh	Rv3671c inh	MazF activator	BoNT F protease	SARS 3CLpro inh
51	COCCNC(=O)CN1C(=O)CSc2ncccc21	-9	-3	-0.8	12	7	6	-1	2	-2	-2
52	CC(=O)c1cnc2nc(C(F)(F)F)nn2c1C	9	-2	-0.6	14	-11	6	-5	80*	-4	-6
53	COc1ccc(OCC(=O)N2CCN(C3CCC(c4ccccc4)CC3)CC2)cc1 (configuration not stated)	-2	-1	-0.3	-5	-6	5	6	-40	-1	-2
54	CS(=O)(=O)N1CCSC1c1ccc(Br)cc1 (configuration not stated)	3	3	0.0	25	-13	2	1	4	-4	0
55	CCOC(=O)N1CCN(S(=O)(=O)c2ccc(C(=O)Nc3nnc(C)o3)cc2)CC1	3	-4	-0.9	4	3	0	-4	9	-10	-3
56	CCc1nc2sccc2c(=O)[nH]1	3	-1	0.0	17	-9	26	10	0	-1	-8
57	O=S(=O)(N/N=C/c1ccc(N2CCOCC2)cc1)c1ccc(Br)cc1	0	-6	-0.1	16	·	1	-4	2	-4	4
58	CCOc1ccc(NC(=S)NCc2ccco2)cc1	7	-4	-3.1	15	-1	9	-7	-12	-5	3
59	O=C(NCc1ccco1)c1cc2ccccc2o1	-5	0	0.4	32	-4	2	-1	1	4	-1
60	Cc1ccc(SCC(=O)NC2CC3CCC(C2)N3C)cc1 (configuration not stated)	1	8	-0.6	5	0	6	5	-2	1	7

The list goes on.
nr	mol	PrPC surface inh	Anthrax LF inh2	BoNT A protease	DUSP3 inh	PriA SSB inh	CCHFV vOTU inh	Rv3671c inh	MazF activator	BoNT F protease	SARS 3CLpro inh
61	CCCCOC(=O)C(C)Nc1n[nH]c(=S)[nH]c1=O (configuration not stated)	-1	·	·	21	-7	-5	2	-2	·	2
62	O=C(COc1ccccc1O)NC1CCCC1	-3	-4	-6.4	·	-3	1	·	-3	-6	·
63	CC(=O)c1ccc(Cc2ccc(C(C)=O)cc2)cc1	12	0	-0.2	9	1	4	3	-2	-5	3
64	Cc1onc(-c2ccccc2)c1C(=O)Oc1cccnc1	30*	-3	1.4	6	-9	4	7	0	5	-4

Pulled one by one from the entries so far:
nr	mol	PrPC surface inh	Anthrax LF inh2	BoNT A protease	DUSP3 inh	PriA SSB inh	CCHFV vOTU inh	Rv3671c inh	MazF activator	BoNT F protease	SARS 3CLpro inh
62	O=C(COc1ccccc1O)NC1CCCC1	-3	-4	-6.4	·	-3	1	·	-3	-6	·
64	Cc1onc(-c2ccccc2)c1C(=O)Oc1cccnc1	30*	-3	1.4	6	-9	4	7	0	5	-4
63	CC(=O)c1ccc(Cc2ccc(C(C)=O)cc2)cc1	12	0	-0.2	9	1	4	3	-2	-5	3
